Compound activity deposited in PubChem by National Center for Advancing Translational Sciences (NCATS).
Eya2 inh = blocks the phosphatase activity of human Eya2 | recombinant Eya2, OMFP fluorescence dephosphorylation (OMFP is methylfluorescein phosphate) | AID 488837 | 330,000 compounds, 0.006% hits | O00167 | Potency, µM (highest dose often 76.9 µM), for inactives: top-dose activity, negative = inhibition, actives largely listed as inhibitors; note: potency is the fitted concentration of half-maximal effect; % is set by controls: 0 for no effect and ±100 for the full control effect
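Eya2 protein (added as 0.2 uM solution) was preincubated with compound for 10 min at ambient temperature in 50 mM HEPES pH 7.5, 50 mM NaCl, 5 uM MgCl2, 0.05% BSA, 1 mM DTT. OMFP (added at 50 uM) then reacted 10 min; fluorescence read at 485/525 nm.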
TSHR antagonist = antagonists of human thyroid stimulating hormone receptor | activity change, negative = inhibition, % at 11.5 µM | AID 504810 | 330,000 compounds, 0.2% hits | TSHR-expressing cells, TSH-stimulated cAMP HTRF, 2 h; active compounds read low | P16473;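 active = activity change below a set negative limit, meaning inhibition stronger than a set level, cut at about -70% in these data; inconclusive = activity change between two set negative limits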; note: % is set by controls: 0 for no effect and ±100 for the full control effect
Target sequence (P16473 whole entry, looked up): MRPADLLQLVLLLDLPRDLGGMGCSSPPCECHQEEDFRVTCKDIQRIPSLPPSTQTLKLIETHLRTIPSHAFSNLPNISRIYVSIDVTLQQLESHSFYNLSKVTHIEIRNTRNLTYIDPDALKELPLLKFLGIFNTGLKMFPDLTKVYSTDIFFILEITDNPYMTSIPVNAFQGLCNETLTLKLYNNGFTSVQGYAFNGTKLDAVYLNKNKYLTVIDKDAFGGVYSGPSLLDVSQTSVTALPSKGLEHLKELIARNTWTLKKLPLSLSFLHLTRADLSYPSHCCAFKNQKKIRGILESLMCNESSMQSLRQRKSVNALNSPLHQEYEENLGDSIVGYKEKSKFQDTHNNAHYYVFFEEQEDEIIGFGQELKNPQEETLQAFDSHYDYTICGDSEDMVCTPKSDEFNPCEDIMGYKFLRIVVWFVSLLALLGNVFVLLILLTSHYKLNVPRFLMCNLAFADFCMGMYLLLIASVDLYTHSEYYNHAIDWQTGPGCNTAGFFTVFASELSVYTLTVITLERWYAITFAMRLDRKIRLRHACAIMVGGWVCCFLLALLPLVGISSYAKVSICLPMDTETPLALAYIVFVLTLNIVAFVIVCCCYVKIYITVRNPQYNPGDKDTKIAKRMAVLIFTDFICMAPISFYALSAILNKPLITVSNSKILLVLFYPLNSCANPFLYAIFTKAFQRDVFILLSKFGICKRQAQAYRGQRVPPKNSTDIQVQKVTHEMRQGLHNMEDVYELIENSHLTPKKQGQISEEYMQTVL
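Competitive HTRF cAMP read-out (cryptate anti-cAMP antibody, cAMP-d2; 30 min, room temperature) in freshly harvested TSHR cells. Compounds added before TSH at EC80 (4nM final), followed by 2 hours' incubation at 37 deg C.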
USP2a block = inhibitors of human ubiquitin-specific protease USP2a; Potency, µM (top dose mostly 38.3 µM), for inactives: at the top dose activity change, negative = inhibition, usual class: inhibitors; USP2 core, Ub-CHOP2 coupled fluorogenic reporter, 485/531; 330,000 compounds, 0.01% hits; O75604;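 note: potency is the fitted concentration of half-maximal effect; plate controls were DMSO wells for no effect and full inhibition by NEM control for full effect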
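USP2 core (10nM final) preincubated 30min RT with compound in 20mM Tris-HCl pH 8.0, 2mM CaCl2, 2mM beta-mercaptoethanol, 0.05% CHAPS; 25nM Ub-CHOP2 plus 25nM reporter substrate added, fluorescence (Ex485/Em531) read after 60min.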
MBNL1-CUG inh = blocks human MBNL1 binding to CUG repeat RNA. Q9NR56. TR-FRET MBNL1-His/biotin-(CUG)12 binding, 665/545 ratio. Potency, µM (series often up to 57.5 µM), for the others: top-dose activity change, negative = inhibition, usual class: inhibitors. 280,000 compounds, 0.036% hits. AID 2675; active = well fitted inhibition curve with a large enough effect in the signal ratio, with a control signal flat, not every such curve was filed as active; inconclusive = small, poorly fitted or top-dose-only effect, or effect the other way, or a change in a side signal; inactive = no such curve, though single readings can be large or run the other way; the % refers to the signal ratio; note: potency is the fitted concentration of half-maximal effect; % is set by controls: 0 for no effect and ±100 for the full control effect
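Ratiometric TR-FRET (665 over 545 nm, excitation 340 nm) tracks disruption of MBNL1-His/biotin-(CUG)12 complex after 60 min at room temperature, with compounds at 92 nM to 58 uM final.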
Mito fusion yeast = blocks mitochondrial division or promotes mitochondrial fusion | 320,000 compounds, 0.23% hits | Potency, µM (top dose mostly 46.1 µM), for inactives: top-dose growth rescue (activation), usual class: activators | S. cerevisiae fusion-defective mutant growth rescue, CellTiterGlo 48 h | AID 485298;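 note: potency is the fitted concentration of half-maximal effect; % of control where 0% means no effect; nearly all actives have a fitted effect of over 45% in size; temperature-sensitive fusion mutants such as fzo1-1 at 37 °C on non-fermentable ethanol glycerol medium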
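Compounds are tested for their ability to restore growth of mitochondrial fusion-defective yeast strains at non-permissive 37C in YPEG medium over 48 hours. Viability is quantified by luciferase luminescence.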
S-ASM inh = blocks human secretory acid sphingomyelinase; P17405; placental ASM, HMU-PC fluorogenic substrate, 60 min; Potency, µM (top dose mostly 57.5 µM), without a hit: at the highest dose activity change, negative = inhibition, usual class: inhibitors; 340,000 compounds, 0.006% hits; AID 504937; note: potency is the fitted concentration of half-maximal effect
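HMU-PC0 cleavage (9 uM final) by human placental ASM, 60 min at 37 °C following 10 min compound exposure at RT; stopped at pH 10, fluorescence Ex 386/Em 447 nm.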
KCNH2 WT inh = blocks the wildtype human KCNH2 potassium channel; U2OS, BacMam KCNH2, thallium flux FluxOr; active compounds read low; activity change, % at 1.84 µM; 340,000 compounds, 0.37% hits; AID 720551;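 active = maximum activity change below -70%; inconclusive = maximum activity change between -70% and -50%; inactive = maximum activity change above -50%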; note: % is set by controls: 0 for no effect and ±100 for the full control effect
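U2OS cells transduced with wild-type KCNH2 virus are loaded with FluxOr dye for 45 min, and thallium flux is measured in kinetic reads before and after stimulation buffer. Rate constants are normalized to DMSO controls.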
GALK inhibitor = inhibitors of human galactokinase; Potency, µM (series often up to 57.5 µM), for inactives: at the top dose activity change, negative = inhibition, hits mostly inhibitors; 270,000 compounds, 0.007% hits; P51570; Purified GALK, Kinase-Glo residual ATP luminescence; note: potency is the fitted concentration of half-maximal effect; % is set by controls: 0 for no effect and ±100 for the full control effect
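ATP-depletion format; final 35 uM ATP, 100 uM D-galactose, 5 nM enzyme; pH 8.0 HEPES/Mg2+ buffer; 60 min RT; luminescence read 10 min after detection reagent.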
PKM2 act = PKM2 (human) enzyme activation; purified PKM2, Kinase-Glo ATP luminescence, activation; response scale: 0% is enzyme alone, no compound; 260,000 compounds, 0.34% hits; P14618; AID 1631; Potency, µM (series often up to 57.5 µM), without a hit: at the top dose activation, most hits filed as activators; note: potency is the fitted concentration of half-maximal effect; % is set by controls: 0 for no effect and ±100 for the full control effect; nearly all actives have a fitted effect of over 55% in size
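Kinase-Glo luminescence reports ATP generated from ADP (0.1 mM) and PEP (0.5 mM) by purified hPK-M2 after 1 h at room temperature, pH 7.2 imidazole buffer; intermediate enzyme activity allows detecting inhibitors and activators.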
BCR signal inh = chronic active BCR signaling inhibition; ABC-DLBCL IkBa-CBG/CBR reporter, luminescence ratio, 4 h; Potency, µM (top dose mostly 46.1 µM), inactives show top-dose ratio change, negative = lower green/red ratio, most hits filed as inhibitors; 340,000 compounds, 0.05% hits; active = well fitted inhibition curve with a large enough effect in the signal ratio, with a control signal flat, not every such curve was filed as active; inconclusive = small, poorly fitted or top-dose-only effect, or effect the other way, or a change in a side signal; the % refers to the signal ratio;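 note: potency is the fitted concentration of half-maximal effect; plate controls were basal doxycycline-induced cells for no effect and cells given 10 µM MG132 for full effect; MG132 reads +100%, hits lower the ratio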
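Concentration-response series (up to 46 uM) were applied to TMD8 dual-reporter cells for 4 h at 37C with doxycycline. Green/red ratio, after filter-overlap correction, defined %Activity; red signal alone was normalised to basal cells and zero luminescence.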
Menin-MLL TR inh = menin-MLL binding inhibition, Texas Red mutant peptide; O00255; Menin + Texas Red MLL mutant peptide, fluorescence polarization; Potency, µM (titrated, usually from 61.6 µM), without a hit: at the top dose FP activity change, negative = inhibition, hits mostly inhibitors; 270,000 compounds, 0.23% hits; AID 1768; active = well fitted inhibition curve with a large enough effect in the polarisation, with a control signal flat, not every such curve was filed as active; inconclusive = small, poorly fitted or top-dose-only effect, or effect the other way, or a change in a side signal; inactive = no such curve, though single readings can be large or run the other way; the % refers to the polarisation; note: potency is the fitted concentration of half-maximal effect; % of control where 0% means no effect; many of its hits are not listed in these tables
Starred values were filed as active, the others as inactive; i = inactive; ? = inconclusive; / = no result given; [ ] = dose if it differs, or a comment. Unless noted, calls come from the whole dose curve; as a rule, active = well fitted curve in the direction sought with a large enough effect; inconclusive = small, poorly fitted or top-dose-only effect, or another doubt; inactive = no such curve, though single readings can be large; an effect the other way counts as inactive or inconclusive. Not all compounds are listed; the hit share may differ from the screen's.

SMILES | Eya2 inh | TSHR antagonist | USP2a block | MBNL1-CUG inh | Mito fusion yeast | S-ASM inh | KCNH2 WT inh | GALK inhibitor | PKM2 act | BCR signal inh | Menin-MLL TR inh
O=C(O)c1sccc1Oc1ccc(NS(=O)(=O)c2ccc(Cl)cc2)cc1 | ? | -8 | -2% | 8% | -1% | 4% | 19 | -6% | / | ? | 5%
CN1CCN(C(=S)NC(CC(=O)c2ccccc2)c2ccccc2)CC1 (stereo not drawn) | -5% | 3 | 4% | / | -1% | 2% | 4 | -2% | 0% | 2% | /
CCc1ccc([C@@H]2CC=C(C(=O)O)[C@H](c3ccc(Br)cc3)N2S(=O)(=O)c2ccc(C)cc2)cc1 | -10% | -18 | -5% | / | / | -29% | -18 | / | / | -2% | /
CCOC(=O)Cc1csc(SCn2nnc3ccccc3c2=O)n1 | 16% | 13 | 1% | 7% | 5% | 1% | -3 | 2% | -27% | 0% | 5%
Cc1cc(C)n(C(=O)c2cc([N+](=O)[O-])cc([N+](=O)[O-])c2)n1 | 1% | 8 | 0% | ? | 4% | 7% | 3 | -3% | 1%[11.5 µM] | 2% | 1%
COc1ccccc1OCCn1c(=O)sc2ccccc21 | 3% | -9 | 4% | -8% | 13% | 1% | 30 | 4% | -5% | 2% | 13%
C=CCN(c1ccc(Cl)cc1)S(=O)(=O)c1cccc(C(=O)O)c1 | 4% | -8 | 1% | 0% | -10% | -7% | i | -1% | 2% | 1% | 9%
O=C(CNC(=O)c1ccc(Br)o1)OCc1ccc(Br)cc1 | 19% | -21 | 1% | / | -3% | -14% | 6 | / | / | 1% | /
COc1cc(NC(=O)CCCOc2ccc(Cl)cc2Cl)c(C(=O)O)cc1OC | 9% | -7 | -1% | -7% | 3% | 0% | -5 | 2% | 1% | -1% | /
COc1cccc(-c2nc(CS(=O)(=O)CC(=O)NC3CCCc4ccccc43)c(C)o2)c1 (stereo not drawn) | 7% | 7 | -3% | -2% | 5% | -19% | 0 | 1% | -6% | ? | -10%
Cc1ccc(S(=O)(=O)N2CCN(c3nc(C)nc4sc(C)c(C)c34)CC2)cc1 | 2% | 2 | 2% | -7% | -6% | / | / | 0% | -5% | -2% | 5%
CCN(CC)c1cccc(OCC(=O)N2c3ccccc3CC2C)c1 (stereo not drawn) | 5% | -21 | 3% | / | 13% | 0% | 1 | / | / | 4% | /

Entries of single compounds, looked up by structure.
COc1cc(NC(=O)CCCOc2ccc(Cl)cc2Cl)c(C(=O)O)cc1OC is listed with Eya2 inh = 9%; TSHR antagonist = -7; USP2a block = -1%; MBNL1-CUG inh = -7%; Mito fusion yeast = 3%; S-ASM inh = 0%; KCNH2 WT inh = -5; GALK inhibitor = 2%; PKM2 act = 1%; BCR signal inh = -1%; Menin-MLL TR inh = /
O=C(O)c1sccc1Oc1ccc(NS(=O)(=O)c2ccc(Cl)cc2)cc1 is listed with Eya2 inh = ?; TSHR antagonist = -8; USP2a block = -2%; MBNL1-CUG inh = 8%; Mito fusion yeast = -1%; S-ASM inh = 4%; KCNH2 WT inh = 19; GALK inhibitor = -6%; PKM2 act = /; BCR signal inh = ?; Menin-MLL TR inh = 5%

Next section.
SMILES | Eya2 inh | TSHR antagonist | USP2a block | MBNL1-CUG inh | Mito fusion yeast | S-ASM inh | KCNH2 WT inh | GALK inhibitor | PKM2 act | BCR signal inh | Menin-MLL TR inh
COc1ccc(C(=O)Nc2ccc(OCC(=O)N3CCOCC3)cc2)c(OC)c1OC | -4% | 28 | -2% | -8% | 0% | 1% | -4 | -6% | 3% | -8% | -11%
COc1cccc(C(=O)NCC(=O)OCC(=O)c2ccccc2)c1 | 1% | 6 | 3% | / | -2% | 2% | 1 | 0% | -9% | 0% | -2%
CCCCN1C(=O)C(=O)N(CC(=O)Nc2cc(Cl)ccc2OC)C1=O | 4% | -8 | -2% | / | 3% | -4% | 0 | / | / | 6% | /
CCOc1ccc(NC(=O)C2CC(=O)N(CCc3ccc(OC)c(OC)c3)C2)cc1OCC (stereo not drawn) | -19% | -18 | 2% | / | -2% | 6% | -4 | / | / | 0% | /
CC1(C)C(Cl)C(=O)C(C(=O)c2ccccc2)C(=O)C1Cl (stereo not drawn) | 15% | 7 | 0% | -7% | -2% | 5% | -3 | 3% | -1% | 6% | 11%
Cc1cccc([N+](=O)[O-])c1NC(=O)COC(=O)C1CC2CCCC(C1)C2=O (stereo not drawn) | 9% | 8 | 2% | / | 0% | 1% | -12 | / | / | 10% | /
COc1ccccc1OCCn1c(SCC(=O)O)nc2ccccc21 | -3% | -14 | 1% | 0% | -2% | 2% | 0 | -3% | 1% | 3% | 3%
Cc1ccc(CCN2C(Nc3ccccc3)=NC[C@@H]2C)cc1 | -2% | 5 | -1% | / | 0% | -1% | 17 | / | / | 0% | /
CC(=O)c1ccc(NC(=O)C(C)Sc2n[nH]c(-c3cccnc3)n2)cc1 (stereo not drawn) | 5% | -8 | 1% | -8% | 4% | 1% | 9 | -2% | / | -3% | -6%
Cc1ccc(C2C(C(=O)c3ccco3)=C(O)C(=O)N2c2nnc(C)s2)cc1 (stereo not drawn) | 15% | 9 | 6% | ? | 2% | -2% | -8 | 3% | -2% | 13% | 17%
O=c1[nH]c2ccccc2nc1/C=C(\O)c1cccs1 | -2% | -10 | ? | ? | 4% | 24% | -10 | 5% | -10% | ? | ?
C/C(CC(=O)Nc1cccc(F)c1)=N\NC(=O)c1ccncc1 | ? | 53 | -7% | -8% | -8% | 0% | -5 | 6% | -4% | ? | 21%
CC(C)(C)C(=O)COc1ccccc1[N+](=O)[O-] | 2% | -7 | 2% | 6% | -2% | 0% | -4 | 8% | 2% | -4% | -2%
COc1cccc(CC(=O)NCCCSc2ccccc2)c1 | 3% | -1 | -1% | 0% | 0% | 2% | -1 | 0% | -1% | -3% | 6%
Cc1csc(NC(=O)CSc2nsc(SCC(=O)Nc3nc(C)cs3)c2C#N)n1 | 16% | -27 | -2% | 5% | 1% | ? | 9 | -1% | 22% | ? | ?
Cc1nc2ccc(NC(=O)c3ccc(=O)[nH]c3)cc2s1 | -1% | 5 | 0% | -1% | 10% | -1% | 1 | 1% | -4% | -22% | -22%
Cc1ccc(SCC(=O)Nc2ccc(-c3nnc(-c4ccco4)o3)cc2)cc1 | ? | -23 | 1% | 13% | -1% | -3% | -7 | 0% | 0% | ? | /
COc1ccccc1C(=O)C1CCCN(C(=O)CN2CCCCC2=O)C1 (stereo not drawn) | 9% | 2 | 4% | -11% | 2% | -4% | 5 | 0% | 0% | -2% | -24%
COc1ccc(C(C#N)N2N=C(C)CC2c2ccccc2)cc1OC (stereo not drawn) | -25% | 6 | 2% | 2% | 1% | -6% | -1 | -1% | -4% | 0% | -2%
O=C(Nc1ccc(-c2nc3ccc(NC(=O)c4cccs4)cc3[nH]2)cc1)c1cccs1 | -29% | -22 | 0% | 1% | 0% | 20% | 2 | 0% | -4% | ? | /
CCCS(=O)(=O)N1CCN(c2ccccn2)CC1 | 2% | 9 | 3% | -8% | 0% | 5% | 16 | 1% | -3% | -2% | 4%
CCO[C@@H]1OC(C(=O)O)=C[C@H](c2ccc(Br)cc2)[C@H]1CCCO | 0% | 4 | -2% | -15% | -2% | 12% | -16 | 1% | 1% | 6% | -1%
O=C(c1ccco1)N1CCN(C(=O)c2cc(-c3ccccn3)nc3ccccc23)CC1 | 3% | -2 | 0% | 4% | -1% | -2% | 10 | 6% | 20µM* | -1% | ?
